Source: PubChem
aDG glyco act = increases alpha dystroglycan glycosylation. activation, % at 10 µM. 360,000 tested, 0.22% active. AID 624168. Pro5-aDG cells, alpha-DG glycosylation AlphaScreen (IIH6); 0% Pro5, 100% B10-LARGE cell signal;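 active = activation of at least 8% versus controls, or a plate z-score of at least 8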;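 note: Pro5 are CHO cells carrying HIG-tagged alpha-DG that lacks glycosylation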
MC4R ag barr = agonists of human melanocortin 4 receptor (MC4R) beta-arrestin; U2OS MC4R beta-arrestin complementation, luminescence; percent of melanotan II response, DMSO zero; AID 540308; 360,000 tested, 0.98% active; P32245; activation, % at 8.9 µM;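 active = activation above a per-plate cutoff, the mean activation of sample wells on that plate plus 3 SD, cut at about 8% in these data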
Target sequence (P32245 whole entry, looked up): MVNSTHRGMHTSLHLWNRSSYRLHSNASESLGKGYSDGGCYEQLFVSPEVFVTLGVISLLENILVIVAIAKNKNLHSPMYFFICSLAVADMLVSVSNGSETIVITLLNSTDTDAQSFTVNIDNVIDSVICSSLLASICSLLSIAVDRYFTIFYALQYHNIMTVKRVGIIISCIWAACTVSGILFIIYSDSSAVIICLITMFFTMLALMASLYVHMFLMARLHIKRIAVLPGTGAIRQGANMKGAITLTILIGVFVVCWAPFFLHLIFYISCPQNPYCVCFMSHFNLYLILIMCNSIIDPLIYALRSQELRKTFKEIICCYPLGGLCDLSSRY
MC4R antag cAMP = antagonists of human melanocortin 4 receptor (MC4R); P32245; MC4R-expressing cells, MTII-stimulated cAMP, LANCE TR-FRET; inhibition, % at 6.5 µM; 360,000 tested, 0.48% active; AID 540295;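 active = inhibition above its plate's cutoff, the mean of tested wells on that plate plus 3 SD, cut at about 29% in these data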;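 note: 0% = Melanotan II alone and 100% = Melanotan II plus saturating MCL0020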
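Assay system: U2OS-MC4R stable cell line; Also added: Melanotan II; Technique: Eu-cAMP/anti-cAMP TR-FRET, emission 671 nm; Times: 30-min compound, 1-h challenge, 1-h detection, room temperature.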
iPSC survival up = increases survival of single human iPS cells. AID 602274. hiPSC single-cell survival, ATPlite luminescence; 100% = ROCK inhibitor wells, 0% = DMSO. survival enhancement, % at 20 µM. 360,000 tested, 0.044% active; in the data active = survival enhancement above about 18%;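 note: cells exposed to compounds for 16 hours before the ATP read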
ABCB6 inh MLPCN = human ABCB6 transporter inhibition | 360,000 tested, 0.19% active | fluorescence ratio to DMSO, % at 10 µM | K562-ABCB6 porphyrin accumulation, flow cytometry, 1 h; hits give low values;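 active = fluorescence ratio to DMSO below 75%, the collection mean minus 3 SD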;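 note: signal is porphyrin accumulated inside mitochondria; 100% equals median channel fluorescence of DMSO control wells; lower ratio means ABCB6 inhibition with less porphyrin fluorescence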
ABHD5-PLIN5 inh = ABHD5-PLIN5 protein interaction inhibition | Q00G26+Q8WTS1 | 360,000 tested, 0.78% active | AID 602281 | inhibition, % at 4 µM | Split G. princeps luciferase complementation, luminescence, 4 h;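 active = inhibition above the mean inhibition across every tested compound plus 3 SD, cut at about 22% in these data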;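 note: 0% = DMSO only wells and the 100% control is not disclosed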
m5-HT2A agonist = activates the mouse 5-HT2A serotonin receptor. AID 624169. 360,000 tested, 0.66% active. CHO-K1 mHTR2A beta-arrestin complementation, luminescence; percent of 30 µM serotonin response. activation, % at 7.6 µM;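 active = activation above a run cutoff, the mean activation of all tested compounds plus 3 SD, cut at about 14% in these data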;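 note: 0% = plate median of compound wells and 100% = 30 µM serotonin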
Target sequence (P35363 whole entry, looked up): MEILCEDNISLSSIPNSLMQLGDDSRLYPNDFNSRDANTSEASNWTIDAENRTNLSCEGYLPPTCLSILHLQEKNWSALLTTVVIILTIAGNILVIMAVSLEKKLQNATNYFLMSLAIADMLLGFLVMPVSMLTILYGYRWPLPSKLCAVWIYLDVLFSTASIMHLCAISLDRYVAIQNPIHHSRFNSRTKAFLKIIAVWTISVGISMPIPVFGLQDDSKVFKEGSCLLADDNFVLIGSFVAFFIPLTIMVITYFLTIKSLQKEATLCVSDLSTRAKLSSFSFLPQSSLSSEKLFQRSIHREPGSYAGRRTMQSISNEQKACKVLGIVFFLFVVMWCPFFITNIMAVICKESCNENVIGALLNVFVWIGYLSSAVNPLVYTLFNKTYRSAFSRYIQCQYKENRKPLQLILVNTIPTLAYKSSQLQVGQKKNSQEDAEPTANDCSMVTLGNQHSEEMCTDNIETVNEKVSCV
Granule exo inh = lytic granule exocytosis inhibition; 360,000 tested, 0.66% active; TALL-104 LAMP-1 surface exposure, flow cytometry; cells stimulated with thapsigargin and PMA; inhibition, % at 10 µM;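 active = inhibition above about 55%, limit read from the data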
H9c2 protect = myocardial damage modulation in H9c2 cells. H9c2 cardiomyocytes, H2O2 injury protection, ATPLite, 2 h. protection from H2O2 cell death, % at 20 µM. 360,000 tested, 0.63% active. AID 588492;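 active = compounds giving at least 50% protection of heart cells from peroxide-induced death in the single-dose screen, raw or plate-pattern-corrected value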;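 note: 0% = DMSO wells with peroxide and 100% = DMSO wells without peroxide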
N-glyco inh = blocks N-linked glycosylation in D54 reporter cells. reporter increase, % at 12.5 µM. D54 ERlucT glycosylation luciferase reporter, 24 h; percent of 100 nM tunicamycin response. 360,000 tested, 0.23% active. AID 588692;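 active = mean luciferase reporter signal, scaled so untreated is 0 and the glycosylation-blocking control 100, at or above a set limit in every replicate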;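 note: luciferase carries N-glycosylation sites so blocking glycosylation raises the light; 0% = median of neutral control wells and 100% = median of 100 nM tunicamycin wells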
Active calls of the source: *.

Oc1ccc(CCc2n[nH]c(=S)n2-c2ccc(F)cc2)cc1 was read as aDG glyco act -0.1, MC4R ag barr -2.4, MC4R antag cAMP 4, iPSC survival up -0.3, ABCB6 inh MLPCN 97, ABHD5-PLIN5 inh -1, m5-HT2A agonist -1, Granule exo inh 3, H9c2 protect 0 and N-glyco inh 1.
`Cc1ccc(C)c(NNC(=O)C(=O)NNc2cc(C)ccc2C)c1` gave aDG glyco act 0.0, MC4R ag barr 8.0, MC4R antag cAMP 3, iPSC survival up 0.1, ABCB6 inh MLPCN 98, ABHD5-PLIN5 inh 2, m5-HT2A agonist 9, Granule exo inh -3, H9c2 protect -7 and N-glyco inh 1.
COc1ccc(CCNC(=O)C(=O)NCC2CCNCC2)cc1OC was read as aDG glyco act 0.1, MC4R ag barr -2.2, MC4R antag cAMP 5, iPSC survival up -0.7, ABCB6 inh MLPCN 98, ABHD5-PLIN5 inh -2, m5-HT2A agonist 3, Granule exo inh 2, H9c2 protect -4 and N-glyco inh 1.
Screening COc1ccc(-c2nc(C#N)c(N3CCC(C(N)=O)CC3)o2)cc1OC returned aDG glyco act 0.1, MC4R ag barr -0.3, MC4R antag cAMP 1, iPSC survival up -1.6, ABCB6 inh MLPCN 100, ABHD5-PLIN5 inh -1, m5-HT2A agonist 5, Granule exo inh 1, H9c2 protect 1 and N-glyco inh 2.
Cc1noc(C)c1S(=O)(=O)N1CCN(Cc2ccc3c(c2)OCO3)CC1 was read as aDG glyco act 0.8, MC4R ag barr -1.0, MC4R antag cAMP 1, iPSC survival up -0.2, ABCB6 inh MLPCN 99, ABHD5-PLIN5 inh 4, m5-HT2A agonist 0, Granule exo inh -1, H9c2 protect -9 and N-glyco inh -1.
For c1ccc2c(c1)OC1OC2Oc2ccccc21 the results were aDG glyco act 0.1, MC4R ag barr 1.5, MC4R antag cAMP -2, iPSC survival up -0.9, ABCB6 inh MLPCN 93, ABHD5-PLIN5 inh -4, m5-HT2A agonist 3, Granule exo inh -1, H9c2 protect -4 and N-glyco inh 3.
O=C(CCCCCl)Nc1c2c(nc3ccccc13)CCC2 was read as aDG glyco act -0.1, MC4R ag barr -0.9, MC4R antag cAMP 24, iPSC survival up 0.0, ABCB6 inh MLPCN 102, ABHD5-PLIN5 inh 10, m5-HT2A agonist -1, Granule exo inh 0, H9c2 protect -6 and N-glyco inh -1.
For Cc1cc(C)n2nc(SCC(=O)NC3(C#N)CCCCC3)nc2n1 the results were aDG glyco act -0.1, MC4R ag barr 1.2, MC4R antag cAMP 0, iPSC survival up -0.1, ABCB6 inh MLPCN 98, ABHD5-PLIN5 inh 0, m5-HT2A agonist -3, Granule exo inh -3, H9c2 protect 4 and N-glyco inh 1.
Screening Cc1ccc(CNC(=O)c2ccccc2CCc2ccccc2)cc1 returned aDG glyco act -0.1, MC4R ag barr 0.2, MC4R antag cAMP 9, iPSC survival up 0.8, ABCB6 inh MLPCN 93, ABHD5-PLIN5 inh -3, m5-HT2A agonist -3, Granule exo inh -2, H9c2 protect -8 and N-glyco inh -3.
Screening COc1ccccc1N(CC(=O)N(c1ccccc1)C(C)C)S(=O)(=O)c1cccs1 returned aDG glyco act 0.0, MC4R ag barr -1.1, MC4R antag cAMP 4, iPSC survival up -0.4, ABCB6 inh MLPCN 101, ABHD5-PLIN5 inh 2, m5-HT2A agonist -1, Granule exo inh 2, H9c2 protect -7 and N-glyco inh -1.
CCCCNC(=O)C1CCC(CNc2c(N3CCC(C)CC3)c(=O)c2=O)CC1 (stereo not drawn) was read as aDG glyco act 0.1, MC4R ag barr -0.7, MC4R antag cAMP -3, iPSC survival up -0.3, ABCB6 inh MLPCN 101, ABHD5-PLIN5 inh -4, m5-HT2A agonist -4, Granule exo inh -2, H9c2 protect 0 and N-glyco inh -2.
For CC1(C)CN(CCc2ccccc2)C(=O)[C@H]1CC(=O)Nc1ccccc1 the results were aDG glyco act 0.7, MC4R ag barr -0.5, MC4R antag cAMP 11, iPSC survival up -2.2, ABCB6 inh MLPCN 105, ABHD5-PLIN5 inh -4, m5-HT2A agonist -1, Granule exo inh -2, H9c2 protect -14 and N-glyco inh -1.
`Cc1cccc2cc(CN(Cc3cccs3)C(c3nnnn3C3CCCC3)C(C)C)c(=O)[nH]c12` (stereo not drawn) gave aDG glyco act -0.3, MC4R ag barr 1.7, MC4R antag cAMP 20, iPSC survival up 4.8, ABCB6 inh MLPCN 94, ABHD5-PLIN5 inh -8, m5-HT2A agonist 7, Granule exo inh 0, H9c2 protect 2 and N-glyco inh 2.
`CN(C)C(=O)c1ccc(NC(=O)CSc2nc3ccccc3[nH]2)cc1` gave aDG glyco act -0.2, MC4R ag barr 2.4, MC4R antag cAMP -1, iPSC survival up 1.6, ABCB6 inh MLPCN 99, ABHD5-PLIN5 inh 2, m5-HT2A agonist 1, Granule exo inh 2, H9c2 protect -4 and N-glyco inh 2.
O=C1NC(=O)/C(=C/c2ccccc2Oc2ccc(Cl)cc2)S1 was read as aDG glyco act -0.3, MC4R ag barr 0.0, MC4R antag cAMP 19, iPSC survival up -1.4, ABCB6 inh MLPCN 97, ABHD5-PLIN5 inh 1, m5-HT2A agonist 3, Granule exo inh 0, H9c2 protect -32 and N-glyco inh -1.
Screening Cc1ccc(S(=O)(=O)N2CCC(=O)c3ccccc32)cc1 returned aDG glyco act 0.2, MC4R ag barr 2.6, MC4R antag cAMP 2, iPSC survival up 4.6, ABCB6 inh MLPCN 95, ABHD5-PLIN5 inh 1, m5-HT2A agonist 3, Granule exo inh 7, H9c2 protect -1 and N-glyco inh -2.
`Cc1cccc(CN2CCCC(C(=O)Nc3ccccc3Oc3cccnc3)C2)c1` (stereo not drawn) gave aDG glyco act -0.3, MC4R ag barr 0.4, MC4R antag cAMP -1, iPSC survival up -0.4, ABCB6 inh MLPCN 106, ABHD5-PLIN5 inh -2, m5-HT2A agonist 5, Granule exo inh 1, H9c2 protect -2 and N-glyco inh -1.
`COc1ccc(C(C)C)cc1-c1cccc2nncn12` gave aDG glyco act -0.3, MC4R ag barr -0.1, MC4R antag cAMP 11, iPSC survival up -0.8, ABCB6 inh MLPCN 98, ABHD5-PLIN5 inh 6, m5-HT2A agonist 8, Granule exo inh 38, H9c2 protect 1 and N-glyco inh -2.
Screening O=C(NCC(=O)N(CC1CCCO1)C(C(=O)NC1CCCCC1)c1ccc(F)cc1)c1ccco1 (stereo not drawn) returned aDG glyco act 0.2, MC4R ag barr -1.7, MC4R antag cAMP 4, iPSC survival up 5.3, ABCB6 inh MLPCN 102, ABHD5-PLIN5 inh 2, m5-HT2A agonist 4, Granule exo inh -2, H9c2 protect 4 and N-glyco inh 0.
`CCc1nnc2n1N=C(c1ccc(-c3cc(Cl)ccc3Cl)o1)CS2` gave aDG glyco act 0.3, MC4R ag barr 1.0, MC4R antag cAMP 7, iPSC survival up 0.4, ABCB6 inh MLPCN 97, ABHD5-PLIN5 inh -5, m5-HT2A agonist 1, Granule exo inh 6, H9c2 protect -21 and N-glyco inh 0.
For COc1cccc(NC(=O)c2ncn[nH]2)c1 the results were aDG glyco act -0.2, MC4R ag barr -2.3, MC4R antag cAMP 7, iPSC survival up 0.0, ABCB6 inh MLPCN 94, ABHD5-PLIN5 inh 5, m5-HT2A agonist 6, Granule exo inh -1, H9c2 protect -5 and N-glyco inh 4.
`O=C1CCc2cc(S(=O)(=O)Nc3cccc(Cl)c3)ccc2N1` gave aDG glyco act -0.1, MC4R ag barr -0.3, MC4R antag cAMP 5, iPSC survival up -0.8, ABCB6 inh MLPCN 102, ABHD5-PLIN5 inh 2, m5-HT2A agonist -2, Granule exo inh 3, H9c2 protect -6 and N-glyco inh -2.
O=C(O)CSc1nnc(-c2ccc(Cl)cc2Cl)n1Cc1ccccc1 was read as aDG glyco act -0.1, MC4R ag barr -1.0, MC4R antag cAMP 13, iPSC survival up -0.4, ABCB6 inh MLPCN 89, ABHD5-PLIN5 inh 2, m5-HT2A agonist 3, Granule exo inh -4, H9c2 protect 5 and N-glyco inh 1.
Screening O=C(c1ccc(Oc2ccc(Cl)cc2)c([N+](=O)[O-])c1)N1CCCC1 returned aDG glyco act 0.1, MC4R ag barr 1.6, MC4R antag cAMP 0, iPSC survival up 0.0, ABCB6 inh MLPCN 99, ABHD5-PLIN5 inh 6, m5-HT2A agonist 1, Granule exo inh 0, H9c2 protect -4 and N-glyco inh -3.
`CCOC(=O)CC(=O)CSc1nc(-c2cccnc2)ccc1C#N` gave aDG glyco act -0.2, MC4R ag barr 0.2, MC4R antag cAMP -4, iPSC survival up 0.8, ABCB6 inh MLPCN 116, ABHD5-PLIN5 inh 6, m5-HT2A agonist 1, Granule exo inh -3, H9c2 protect 1 and N-glyco inh 3.
O=c1nc(NCc2ccccc2Cl)cn[nH]1 was read as aDG glyco act -0.3, MC4R ag barr 1.9, MC4R antag cAMP -8, iPSC survival up -0.9, ABCB6 inh MLPCN 95, ABHD5-PLIN5 inh 8, m5-HT2A agonist -1, Granule exo inh 19, H9c2 protect -4 and N-glyco inh 2.
For CCOc1cc(/C=N/NC(=O)C(=O)NCC2CCCO2)ccc1OCC(=O)N1CCOCC1 (stereo not drawn) the results were aDG glyco act 0.1, MC4R ag barr -1.2, MC4R antag cAMP 19, iPSC survival up 0.5, ABCB6 inh MLPCN 105, ABHD5-PLIN5 inh -1, m5-HT2A agonist 2, Granule exo inh -2, H9c2 protect 4 and N-glyco inh 1.
O=C(c1cc(-c2ccncc2)nc2ccc(Cl)cc12)N1CCN(Cc2ccc3c(c2)OCO3)CC1 was read as aDG glyco act -0.3, MC4R ag barr -0.6, MC4R antag cAMP 11, iPSC survival up 1.5, ABCB6 inh MLPCN 95, ABHD5-PLIN5 inh -2, m5-HT2A agonist 0, Granule exo inh 1, H9c2 protect 36 and N-glyco inh -1.
Screening COc1ccc(Cc2nnc(SCC(=O)Nc3ccc(C)c(Cl)c3)[nH]c2=O)cc1 returned aDG glyco act -0.2, MC4R ag barr -1.0, MC4R antag cAMP -2, iPSC survival up 0.6, ABCB6 inh MLPCN 97, ABHD5-PLIN5 inh -5, m5-HT2A agonist 3, Granule exo inh 7, H9c2 protect 0 and N-glyco inh 1.
`Cc1ccc(NC2=C(C(=O)c3ccccc3)N(C)S(=O)(=O)c3ccccc32)cc1` gave aDG glyco act -0.6, MC4R ag barr 0.9, MC4R antag cAMP 4, iPSC survival up -3.0, ABCB6 inh MLPCN 96, ABHD5-PLIN5 inh 0, m5-HT2A agonist 5, Granule exo inh 0, H9c2 protect -4 and N-glyco inh -5.
Cc1cc(C2=NNC(=Nc3ccc(S(=O)(=O)N4CCOCC4)cc3)SC2)c(C)n1C was read as aDG glyco act -0.2, MC4R ag barr -2.6, MC4R antag cAMP 0, iPSC survival up -0.4, ABCB6 inh MLPCN 99, ABHD5-PLIN5 inh 3, m5-HT2A agonist -1, Granule exo inh 8, H9c2 protect -3 and N-glyco inh 0.
CCOc1ccc(C(=O)NCC(=O)NCCCSc2ccccc2)cc1OCC was read as aDG glyco act 0.2, MC4R ag barr -0.9, MC4R antag cAMP 4, iPSC survival up -0.4, ABCB6 inh MLPCN 103, ABHD5-PLIN5 inh -1, m5-HT2A agonist -3, Granule exo inh 1, H9c2 protect 0 and N-glyco inh -1.
